N370S GC: inhibitors or activators of N370S glucocerebrosidase for Gaucher disease; P04062; N370S GC spleen homogenate, 4MU-glucoside fluorescence; Potency, µM (titrated, usually from 59.4 µM), without a hit: at the top dose activity change, negative = inhibition, actives largely listed as inhibitors; 330,000 compounds, 0.092% hits;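 also: 0% = full enzyme activity and -100% = no enzyme basal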
DT40 TDP1 no CPT: qHTS for Inhibitors of human tyrosyl-DNA phosphodiesterase 1 (TDP1): qHTS in cells in absence of CPT; 420,000 compounds, 15% hits; Potency, µM (top dose mostly 46.2 µM), for inactives: at the top dose activity change, negative = growth inhibition, most hits filed as inhibitors; AID 686978, 2013; DT40 Tdp1-/- hTDP1 cells, no CPT, ATP luminescence, 48 h; also: nearly all actives have a fitted effect of over 55% in size
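DT40 Tdp1-/-;hTDP1 cells, no CPT (DMSO vehicle only), 400 cells/well; compounds pin-transferred; ≥48 hr, 37 °C; CellTiter-Glo 30 min RT dark, luminescence read.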
TDP1 inh: blocks human tyrosyl-DNA phosphodiesterase 1. 350,000 compounds, 0.28% hits. Q9NUW8. recombinant TDP1, AlphaScreen DNA substrate cleavage. Potency, µM (titrated, usually from 130 µM), for inactives: at the highest dose activity change, negative = inhibition, actives largely listed as inhibitors; also: nearly all actives have a fitted effect of over 40% in size
Target sequence (Q9NUW8 whole entry, looked up): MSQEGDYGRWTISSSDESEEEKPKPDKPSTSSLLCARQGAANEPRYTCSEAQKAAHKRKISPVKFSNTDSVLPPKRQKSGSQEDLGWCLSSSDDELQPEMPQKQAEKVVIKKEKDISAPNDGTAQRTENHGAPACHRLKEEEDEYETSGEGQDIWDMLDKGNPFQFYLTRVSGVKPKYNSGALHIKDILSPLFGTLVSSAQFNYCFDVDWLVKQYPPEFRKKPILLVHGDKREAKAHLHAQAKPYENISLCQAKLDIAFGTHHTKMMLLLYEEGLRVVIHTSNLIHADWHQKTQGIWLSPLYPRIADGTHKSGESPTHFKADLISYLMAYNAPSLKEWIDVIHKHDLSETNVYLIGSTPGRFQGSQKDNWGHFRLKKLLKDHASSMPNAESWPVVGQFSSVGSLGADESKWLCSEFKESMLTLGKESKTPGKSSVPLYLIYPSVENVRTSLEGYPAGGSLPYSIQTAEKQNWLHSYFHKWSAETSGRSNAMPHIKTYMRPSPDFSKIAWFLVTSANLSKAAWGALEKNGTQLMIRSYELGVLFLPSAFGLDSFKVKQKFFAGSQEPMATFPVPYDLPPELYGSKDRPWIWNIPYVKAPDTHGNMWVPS
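Recombinant E. coli-expressed Tdp1 (1 nM) preincubated with compound 15 min at RT, then 5'-biotin/3'-phosphotyrosine-FITC DNA substrate (15 nM) added for 5 min. AlphaScreen beads (10 ug/ml) added, 10 min RT; tyrosine-FITC cleavage read as signal loss.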
Starred values were filed as active, the others as inactive; u = inconclusive; x = not tested or not shown; & = joins results of further samples; [ ] = another dose, or the depositor's remark. Calls follow the shape of the dose curve; as a rule, active = well fitted curve in the direction sought with a large enough effect; inconclusive = small, poorly fitted or top-dose-only effect, or another doubt; inactive = no such curve, though single readings can be large; an effect the other way counts as inactive or inconclusive. Unless noted, % is scaled to controls: 0 for no effect and ±100 for the full control effect; potency is read from the fitted curve at half-maximal effect.

SMILES | N370S GC | DT40 TDP1 no CPT | TDP1 inh
CCCOc1ccc(C(=O)O)cc1 | 18% | -4% | 2%
C=C(C)CN=C1NN=C(c2cc(C)n(-c3ccc(C)cc3)c2C)CS1 | 0% | 12µM* | 7%
NCCCCCc1cn(CC(=O)NCCCCCCCCCCC(=O)N2CCNCC2)nn1 | -7% | 6% | 1%
COc1ccc(-c2nc3ccc(C(=O)NCc4ccccc4)cc3nc2-c2ccc(OC)cc2)cc1 | x | 15µM* | -5%
CCOc1ccc(NC(=O)Cn2cc(C(=O)c3ccc(CC)cc3)c(=O)c3cc(C)ccc32)cc1 | x | -24% | 4%
COC(=O)C1=CC(C(=O)c2cccs2)=NN(c2ccc(OC)cc2)C1C(=O)OC (stereo not drawn) | 8% | u | 11%
O=c1[nH]c(-c2ccccn2)nc(C(F)(F)F)c1Br | 9% | 4.6µM* | 8%
Cc1cc(NC(=O)CSc2nc3c(C)c(C)ccc3cc2C)no1 | -1% | 7% | 10%
O=C(CNC(=O)c1ccc(Cl)cc1)c1ccc(Cl)cc1 | -9% | 1% | x
CCc1ccc(Sc2cc(C(=O)NCc3ccccc3OC)c3ccccc3n2)cc1 | x | 18µM* | 8%

Copied from the list.
`COC(=O)C1=CC(C(=O)c2cccs2)=NN(c2ccc(OC)cc2)C1C(=O)OC` (stereo not drawn) @ TDP1 inh = 11%
`Cc1cc(NC(=O)CSc2nc3c(C)c(C)ccc3cc2C)no1` @ DT40 TDP1 no CPT = 7%
`O=c1[nH]c(-c2ccccn2)nc(C(F)(F)F)c1Br` @ DT40 TDP1 no CPT = 4.6µM*
`CCOc1ccc(NC(=O)Cn2cc(C(=O)c3ccc(CC)cc3)c(=O)c3cc(C)ccc32)cc1` @ TDP1 inh = 4%

Going on with the list:
SMILES | N370S GC | DT40 TDP1 no CPT | TDP1 inh
O=C(Cn1cnc2c(cnn2-c2ccccc2)c1=O)N1CCCc2ccccc21 | -3% | u | 0%
CCc1ccc(OCC(=O)N(Cc2cccs2)C2CCS(=O)(=O)C2)cc1 (stereo not drawn) | -1% | u | x
CN1CCN(c2ncc3nc(-c4cn(C)c5ccccc45)c(=O)n(C[C@H]4CCCO4)c3n2)CC1 | -20% | u | x
O=C(NC1CCCCCC1)c1ccc(-n2cnnc2)cc1 | -5% | 16% | -1%
N#CCCCn1c(O)c(N=NC(=O)C(O)c2ccccc2)c2ccccc21 (stereo not drawn) | -13% | 13% | x
O=C(N/N=C\c1ccc(OCC(=O)N2CCCC2)cc1)C(=O)Nc1ccccc1F | 2% | -6% | 3%
COC(=O)CCC(=O)OC1(C)C(=O)C=C2C=C(C3CC3)N(c3ccc(CO)cc3)C=C2C1=O (stereo not drawn) | 3%[12.8 µM] | x | 16%[12.3 µM]
CC(C)(C)c1cc(C(=O)Nc2cccc3ccccc23)ccn1 | 4% | -28% | 0%
Cc1ccc(NC(=O)CN2C(=O)C3(SCC(=O)N3c3cccc(Cl)c3)c3ccccc32)cc1C (stereo not drawn) | x | u | 0%
Cc1nn(C)c2c1c(C(F)(F)F)cc(=O)n2CC(=O)NCc1ccccc1Cl | x | u | 3%
COc1ccc(NC(=O)C2CCCN(S(=O)(=O)c3c(C)[nH]c(=O)[nH]c3=O)C2)cc1OC (stereo not drawn) | -6% | -6%&10% | 2%&0%
Cc1nn(Cc2ccc(Cl)c(Cl)c2)c(C)c1NC(=O)c1sc2ccccc2c1Cl | 9% | 15µM* | 3%
Cn1c(CO)cnc1SCC(=O)c1ccc(Cl)cc1 | -3% | -11% | 3%
Cc1ccc(-c2csc(NC(=O)CN3CCOCC3)n2)cc1 | 1% | 16µM* | x
CC(C)NC(=O)CCn1nc(-c2ccc(Cl)cc2)c2ccccc2c1=O | 7% | -19% | 5%
CCCNC(=O)C1CCC(Cn2c(=O)c3sccc3n(CC(=O)NCc3cccc(OC)c3OC)c2=O)CC1 (stereo not drawn) | x | 4.1µM* | -3%
CN(CC(=O)NCCc1ccccc1)S(=O)(=O)c1cnc[nH]1 | 5% | 18% | -5%
CCOC(=O)CNC(=O)c1cc2c(=O)oc3ccccc3c2s1 | x | -4% | 3%
Cc1ccccc1OCCC(=O)OCC(=O)N1c2ccccc2NC(=O)C1(C)C | -10% | u | x
C=CCOc1c(Cl)cc(C(=S)N2CCCC2)cc1OCC | 11% | 7.3µM* | x
O=C(Nc1ccc(Oc2cccc(C(F)(F)F)c2)nc1)c1cccs1 | 1% | 16µM* | -8%
COC(=O)C/C=C\[C@@H](C)[C@@H](/C=N\O[C@@H](C)CN1CCCc2nc(C)c(C)cc21)NS(=O)(=O)c1ccc(C)cc1 | 12%[12.8 µM] | x | 10%[21 µM]
O=C(Nc1ccc2nc3n(c(=O)c2c1)CCCC3)c1cc([N+](=O)[O-])ccc1F | 1% | 1.8µM* | 6%
COc1ccccc1CNC(=O)Cn1c(=O)nc(-c2ccccc2F)c2cc(Cl)ccc21 | x | 6.5µM* | 1%
O=C(Nc1cccc(Cl)c1)Nc1cccc(Cl)c1 | 4% | 12µM* | 0%
O=c1c2c(nc3cc(-c4ccc(F)cc4)[nH]n13)CCC2 | 4% | -27% | -3%
COc1cc(Nc2cccc[n+]2C)cc(OC)c1OC | -8% | 5% | x
CN(C)c1ccc(N=Nc2ccc(S(=O)(=O)O)cc2)c2ccccc12 | -11% | -8% | 13%
O=C(O)C=C1CCN(c2ncc(C(F)(F)F)cc2Cl)CC1 | -7% | -9% | -2%
CCOC(=O)CCc1c(C)c(C#N)c2nc3ccccc3n2c1-n1ccnc1C | 4% | 1% | 1%
C/C(=N\NC(=S)Nc1cc(S(=O)(=O)N2CCOCC2)ccc1Cl)c1ccc(N2CCOCC2)cc1 | -4% | 2.6µM* | 11%
Cc1ccc(NC(=O)Cn2c(=O)oc3cc(S(=O)(=O)N4CCCCC4)ccc32)c(C)c1 | x | 8.2µM* | 4%
CCCOc1ccc(C(=O)C(CN2CCCC2)c2ccccc2)cc1 (stereo not drawn) | -1% | 5.2µM* | -3%
Cc1ccc(-n2[nH]c(C)c(C=Nc3ccc(S(=O)(=O)Nc4nc(C)cc(C)n4)cc3)c2=O)c(C)c1 | 14% | -9% | 3%
COc1nc(N)nc(CC(=O)C2CC2)n1 | 6% | 7% | 2%
CCc1ccc(-c2csc(NC(=O)C3=NN(c4ccccc4)C(=O)CC3)n2)cc1 | 21% | 26µM* | 5%
Cc1cnc(NS(=O)(=O)c2ccc(Cl)cc2)c(Br)c1 | -19% | -18% | 1%
CC(C1CC1)N(C(=O)NC1CCS(=O)(=O)C1)c1ccccc1 (stereo not drawn) | -13% | -4% | -3%
O=C(NCc1ccccc1Cl)c1ccccc1NC(=O)c1nsc2ccccc12 | x | 16µM* | 3%
CN(c1ccccc1)S(=O)(=O)c1cccc(NC(=O)CN2C(=O)NC3(CCCCC3)C2=O)c1 | x | -4% | 2%

Whole records as entered above.
Listed for COc1nc(N)nc(CC(=O)C2CC2)n1 : N370S GC = 6%; DT40 TDP1 no CPT = 7%; TDP1 inh = 2%
Listed for CCCOc1ccc(C(=O)C(CN2CCCC2)c2ccccc2)cc1 (stereo not drawn) : N370S GC = -1%; DT40 TDP1 no CPT = 5.2µM*; TDP1 inh = -3%

Sorted by molecular weight (rising): some entries from above
SMILES | N370S GC | DT40 TDP1 no CPT | TDP1 inh
CC(C1CC1)N(C(=O)NC1CCS(=O)(=O)C1)c1ccccc1 (stereo not drawn) | -13% | -4% | -3%
Cc1cnc(NS(=O)(=O)c2ccc(Cl)cc2)c(Br)c1 | -19% | -18% | 1%
Cc1ccc(NC(=O)Cn2c(=O)oc3cc(S(=O)(=O)N4CCCCC4)ccc32)c(C)c1 | x | 8.2µM* | 4%
CN(c1ccccc1)S(=O)(=O)c1cccc(NC(=O)CN2C(=O)NC3(CCCCC3)C2=O)c1 | x | -4% | 2%
C/C(=N\NC(=S)Nc1cc(S(=O)(=O)N2CCOCC2)ccc1Cl)c1ccc(N2CCOCC2)cc1 | -4% | 2.6µM* | 11%

The list goes on:
SMILES | N370S GC | DT40 TDP1 no CPT | TDP1 inh
COC(=O)c1sc2cccc(F)c2c1S(=O)(=O)Nc1ccc(C)cc1Cl | x | 14% | -1%
O=C(CSc1cn(CCNC(=O)c2cccs2)c2ccccc12)NC1CCCCC1 | 9% | u | 10%
Nn1c(SCC(=O)N2CCOCC2)nnc1-c1ccc(Cl)cc1Cl | 1% | -12% | 4%
CC1CCN(S(=O)(=O)c2ccc3c(c2)N(CC(=O)NCc2ccccc2Cl)C(=O)CS3)CC1 | x | u | 5%
CCN(C(=O)COC(=O)c1ccc(O)cc1O)c1c(N)n(Cc2ccccc2)c(=O)[nH]c1=O | x | -5% | 2%
COc1cccc(N2CC(NC(=O)c3ccc(S(=O)(=O)N4CCOCC4)cc3)CC2=O)c1 (stereo not drawn) | x | u | 3%
CCCc1cc(=O)oc2cc(C)cc(OC(C)C(=O)N[C@@H](Cc3c[nH]c4ccccc34)C(=O)O)c12 (stereo partly drawn) | 1% | -7% | x
CCCN(CCC)C(=O)CSc1ncccc1C(=O)O | -21% | -11% | 1%
Cc1ccc(S(=O)(=O)NCC(=O)NCc2cc(=O)n(C)c(=O)n2C)cc1C | 2% | 2% | x
CN(CC(=O)NC1CCCc2ccccc21)S(=O)(=O)c1ccc2c(c1)c(=O)n(C)c(=O)n2C (stereo not drawn) | 3% | -24% | 4%
CCc1ccc(C(=O)NNc2cc(Cl)ccc2Cl)cc1 | 17% | u | 6%
CC(=O)c1c(N2CCN(c3ccc(F)cc3)CC2)nc(=S)n(-c2ccccc2)c1C | 1% | 21µM* | 5%
COCCC(=O)N1CCC(Oc2ccc(C(=O)NCc3cccc(C)n3)cc2)CC1 | -4% | -9% | 0%
CCOc1ccc2nc(SCC(=O)NCC3CCCO3)c(C#N)cc2c1 (stereo not drawn) | 4% | u | x
C/C(=N\NC(=O)c1nc(C)cc(C)n1)c1ccccc1 | -4% | -14% | 5%
Cc1cc(NC(=O)c2cc(-c3ccc(Cl)cc3)on2)nn1Cc1ccc(Cl)cc1 | x | -18% | -11%
CSc1nc(=S)n(-c2ccc([N+](=O)[O-])cc2)c(C)c1C(C)=O | -3% | -10% | 2%
Cc1ccc(C(=O)OCC(=O)NC2CC2)cc1S(=O)(=O)N1CCOCC1 | x | 23% | -3%
O=C(COc1ccccc1-c1nc(-c2ccccc2)no1)Nc1ccccc1[N+](=O)[O-] | x | -5% | 11%
NC(=O)N/N=C/c1ccccc1OC(=O)c1cc2ccccc2oc1=O | u | -23% | 1%
Cc1ccccc1N1CCN(Cc2nc(Cc3ccccc3F)no2)CC1 | 3% | u | -1%
COc1ccc(-c2cn3c(n2)sc2cc(C(=O)NCCC4=CCCCC4)ccc23)cc1 | x | 13µM* | 1%
COc1cc(NS(=O)(=O)c2ccc3[nH]c(=O)[nH]c3c2)cc(OC)c1 | u | 19%&-14% | -6%
Cc1ccc2c(CC(=O)OCc3nc(N)nc(Nc4ccccc4C)n3)coc2c1 | 2% | -28% | 11%
COc1ccc2c(c1)c(CC(=O)O)c(C)n2C(=O)c1ccccc1 | 4% | x | 12%[56.1 µM]
O=C(CNC(=O)c1cccc(F)c1)OCC(=O)N1CCN(C(=O)c2ccco2)CC1 | 4% | -10% | -1%
C[C@H](NC(=O)Nc1ccc2c(c1)OCCO2)C(=O)O | 1% | -3% | 3%

Exported in markdown: part of the list above.
| structure | N370S GC | DT40 TDP1 no CPT | TDP1 inh |
| --- | --- | --- | --- |
| C[C@H](NC(=O)Nc1ccc2c(c1)OCCO2)C(=O)O | 1% | -3% | 3% |
| Cc1ccccc1N1CCN(Cc2nc(Cc3ccccc3F)no2)CC1 | 3% | u | -1% |

Some of the compounds tested; count on the stated rates, not on these rows.
